FXIIa inh: blocks human coagulation factor XIIa protease activity. P00748. purified FXIIa, Boc-QGR-AMC fluorogenic substrate, 2 h. inhibition, % at 5 µM. 220,000 compounds, 0.3% hits; in the data active = inhibition above about 40%;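 also: 0% = enzyme with no compound and 100% = blank without enzyme; many of its hits are not listed in these tables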
Target sequence (P00748 20-372 limits assumed): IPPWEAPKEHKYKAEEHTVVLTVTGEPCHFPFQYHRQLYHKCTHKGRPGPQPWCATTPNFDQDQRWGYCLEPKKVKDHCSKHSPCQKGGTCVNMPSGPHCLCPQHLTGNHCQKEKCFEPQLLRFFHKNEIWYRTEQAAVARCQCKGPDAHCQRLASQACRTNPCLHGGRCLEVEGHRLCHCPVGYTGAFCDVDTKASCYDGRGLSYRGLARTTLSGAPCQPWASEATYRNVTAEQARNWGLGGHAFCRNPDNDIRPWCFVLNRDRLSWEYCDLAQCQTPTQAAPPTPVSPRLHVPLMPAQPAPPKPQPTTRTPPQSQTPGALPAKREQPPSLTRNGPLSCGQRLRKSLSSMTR
Target sequence (P00748 373-615 limits assumed): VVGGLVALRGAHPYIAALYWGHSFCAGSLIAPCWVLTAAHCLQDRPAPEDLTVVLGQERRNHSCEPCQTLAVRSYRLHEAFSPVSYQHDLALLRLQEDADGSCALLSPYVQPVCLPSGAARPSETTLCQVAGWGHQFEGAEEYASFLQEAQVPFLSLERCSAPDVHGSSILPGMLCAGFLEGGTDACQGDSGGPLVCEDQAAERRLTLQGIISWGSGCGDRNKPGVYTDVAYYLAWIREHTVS
Wee1 degr inh: inhibitors of human Wee1 degradation; 220,000 compounds, 1.2% hits; P30291; reporter increase, % at 5 µM; HeLa Luc-Wee1K328M stability, luciferase luminescence; 100% = proteasome inhibitor MG132 effect; AID 1321;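 active = activation above the mean of all tested compounds plus 3 SD, set per screening run, cut at about 8.8% in these data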;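 also: cells exposed to compound for 20 h before luminescence read; 0% = DMSO alone and 100% = MG132 at 30 µM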
KCC2 mod: KCC2 (human) Cl- transport modulation; Q9H2X9; KCC2 cells, thallium flux FluoZin-2 fluorescence; B-score of Tl+ flux slope (higher = more flux/activation; lower = inhibition) at 10 µM; 190,000 compounds, 2.2% hits; AID 1456;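 active = thallium flux slope and its plate-corrected score both differing from the plate sample mean at a set confidence after two filtering rounds, in either direction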;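 also: slope of fluorescence scaled to starting intensity during 10 to 20 s after thallium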
hK5 inh: kallikrein 5 (human) inhibition; Q9Y337; 210,000 compounds, 0.59% hits; inhibition, % at 5 µM; recombinant hK5, fluorogenic AMC substrate cleavage; AID 873;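 active = inhibition of 40% or more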;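 also: 0% = enzyme controls without compound and 100% = no-enzyme blanks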
Target sequence (Q9Y337 67-293 limits assumed): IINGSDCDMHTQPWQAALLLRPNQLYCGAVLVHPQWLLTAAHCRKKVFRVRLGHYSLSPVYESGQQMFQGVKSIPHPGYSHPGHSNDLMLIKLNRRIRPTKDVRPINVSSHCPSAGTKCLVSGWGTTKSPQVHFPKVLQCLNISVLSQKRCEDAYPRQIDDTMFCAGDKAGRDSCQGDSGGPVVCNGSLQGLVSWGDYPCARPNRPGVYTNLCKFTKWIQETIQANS
FXIa inh: inhibitors of human coagulation factor XIa; P03951; purified FXIa, Boc-Glu-Ala-Arg-AMC fluorogenic substrate; inhibition, % at 5 µM; 220,000 compounds, 0.14% hits; AID 798;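 active = inhibition of at least 40%; inactive = inhibition below 40%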;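 also: fluorescence of freed AMC excited at 355 nm; 0% = enzyme without compound and 100% = no enzyme blank; many of its hits are not listed in these tables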
Furin inhibitor: blocks human furin protease activity. 220,000 compounds, 0.061% hits. P09958. inhibition, % at 30 µM. AID 463115. purified furin, fluorogenic substrate cleavage; in the data active = inhibition above about 25%; also: inactives centre near -15
p97 ATPase inh: inhibitors of human p97 ATPase; inhibition, % at 8 µM; 220,000 compounds, 0.42% hits; recombinant p97 ATPase, Kinase-Glo ATP luminescence, 3 h; in the data active = inhibition above about 15%;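 also: 0% = DMSO vehicle and 100% = wells lacking enzyme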
PERK inh: inhibitors of human PERK kinase; Q9NZJ5; CHO PERK-DD fusion, SEAP luminescence translation reporter; inhibition, % at 5.6 µM; 220,000 compounds, 0.17% hits; AID 1416;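 active = inhibition above the mean inhibition of all tested compounds plus 3 SD, set separately per screening campaign, cut at about 2.9% in these data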;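 also: PERK kinase domain activated by AP20187 dimerizer at 100 nM; 0% = DMSO with dimerizer and 100% = rapamycin at 8.4 µM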
thrombin 1536: thrombin (human) inhibition | alpha-thrombin, Boc-VPR-AMC fluorogenic substrate cleavage | P00734 | inhibition, % at 5 µM | 220,000 compounds, 0.26% hits;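 active = inhibition at or above 40%; inactive = inhibition below 40%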;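 also: 0% = enzyme with no compound and 100% = wells without enzyme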
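Assay system: human alpha-thrombin enzyme. Reagent: Boc-VPR-AMC substrate, 15 µM final. Compound dosing: one concentration per compound, 5 µM, with 0.2% DMSO. Incubation: room-temperature reaction. Technique: AMC fluorescence, 355/460 nm. Measure: % inhibition relative to enzyme controls and enzyme-free blanks.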
The depositor's hits bear a star; [ ] = dose if it differs, or a comment.

Results for CC(C)Sc1nnc(CNC(=O)C23CC4CC(CC(C4)C2)C3)n1Cc1ccccc1 ?
FXIIa inh: 17.4; Wee1 degr inh: 4.6; KCC2 mod: 0.134; hK5 inh: -4.3; FXIa inh: 5.1; Furin inhibitor: -2.2; p97 ATPase inh: 0.4; PERK inh: 0.2; thrombin 1536: -2.6

Results for OCC1CCCN(Cc2ccc(-c3ccccc3)cc2)C1 (stereo not drawn) ?
FXIIa inh: -2.4; Wee1 degr inh: -1.1; hK5 inh: -6.7; FXIa inh: -2.8; Furin inhibitor: -15.7; p97 ATPase inh: 4.5; PERK inh: -0.6; thrombin 1536: -5.7

What do the screens show for `S=c1cnc2ccccc2[nH]1`?
FXIIa inh: -2.2; Wee1 degr inh: -3.2; KCC2 mod: 4.05; hK5 inh: -18.9; FXIa inh: -3.9; Furin inhibitor: -2.1; p97 ATPase inh: 2.7; PERK inh: -0.6; thrombin 1536: 0.8

How did CCc1nc(N2CCCCC2)c2oc3ccccc3c2n1 do in these assays?
FXIIa inh: 11.6; Wee1 degr inh: -2.6; KCC2 mod: 0.851; hK5 inh: -18.1; FXIa inh: -8.5; Furin inhibitor: -2.2; p97 ATPase inh: -6.4; PERK inh: -0.7; thrombin 1536: -1.4

Results for NC(=O)c1cccc(CC(=O)c2ccccc2)c1 ?
FXIIa inh: 7.6; Wee1 degr inh: -3.5; KCC2 mod: 0.0308; hK5 inh: 5.2; FXIa inh: 5.0; Furin inhibitor: -30.6; p97 ATPase inh: 3.9; PERK inh: 1.1; thrombin 1536: 2.2

What do the screens show for `CC(=O)C1=C(C)NC(=O)NC1c1cccc([N+](=O)[O-])c1O` (stereo not drawn)?
FXIIa inh: 5.0; Wee1 degr inh: 0.7; KCC2 mod: -0.432; hK5 inh: -7.4; FXIa inh: -3.8; Furin inhibitor: -14.4; p97 ATPase inh: 5.8; PERK inh: 0.8; thrombin 1536: -9.9

What do the screens show for `CN(CCC#N)C(=S)NC(=O)c1ccc(S(=O)(=O)N2CCOCC2)cc1`?
FXIIa inh: 4.1; Wee1 degr inh: 0.1; KCC2 mod: 0.461; hK5 inh: 1.6; FXIa inh: -0.3; Furin inhibitor: -16.7; p97 ATPase inh: -4.2; PERK inh: -1.1; thrombin 1536: 21.9

What do the screens show for `CS(=O)(=O)Nc1ccc(C(=O)Nc2ccc(S(=O)(=O)N3CCCC3)cc2)cc1`?
FXIIa inh: 13.5; Wee1 degr inh: 12.8*; KCC2 mod: 0.603; hK5 inh: 2.7; FXIa inh: -0.3; Furin inhibitor: -22.5; p97 ATPase inh: -0.4; PERK inh: 1.2; thrombin 1536: -1.7

How did Cc1ccc2nc(SCC(=O)Nc3ccc(F)c([N+](=O)[O-])c3)[nH]c2c1 do in these assays?
FXIIa inh: 6.5; Wee1 degr inh: -1.4; KCC2 mod: -0.241; hK5 inh: -3.2; FXIa inh: 2.3; Furin inhibitor: -18.0; p97 ATPase inh: 8.9; PERK inh: -0.3; thrombin 1536: -10.1

How did CCOP(=O)(OCC)c1nc(/C=C/c2ccccc2)oc1NCc1ccc(OC)cc1 do in these assays?
FXIIa inh: 11.5; Wee1 degr inh: 0.9; KCC2 mod: -1.86; hK5 inh: -20.6; FXIa inh: -9.0; Furin inhibitor: -84.4[20 µM]; p97 ATPase inh: -7.4; PERK inh: -2.1; thrombin 1536: -69.6

What do the screens show for `Cc1cc2cc(CNC(=S)Nc3ccc(OC(F)(F)F)cc3)ccc2[nH]1`?
FXIIa inh: 14.3; Wee1 degr inh: 0.5; KCC2 mod: 0.0939; hK5 inh: -7.4; FXIa inh: 6.6; Furin inhibitor: -17.2; p97 ATPase inh: 6.3; PERK inh: 1.0; thrombin 1536: 3.2

How did O=C(CSc1nc2ccsc2c(=O)n1Cc1ccccc1)NCc1ccco1 do in these assays?
FXIIa inh: 15.7; Wee1 degr inh: -1.3; KCC2 mod: 0.404; hK5 inh: -9.1; FXIa inh: 4.6; Furin inhibitor: -29.1; p97 ATPase inh: 2.7; PERK inh: -0.1; thrombin 1536: 3.1

How did Cc1ccc(NNC(=O)c2c(F)cccc2Cl)cc1Cl do in these assays?
FXIIa inh: 9.5; Wee1 degr inh: 0.8; KCC2 mod: -0.352; hK5 inh: -1.9; FXIa inh: -3.9; Furin inhibitor: -8.0; p97 ATPase inh: 1.5; PERK inh: -0.6; thrombin 1536: 2.1

What do the screens show for `Cc1ccccc1OCC(O)CN(Cc1ccccc1O)C1CCCCC1` (stereo not drawn)?
FXIIa inh: 11.9; Wee1 degr inh: 2.1; KCC2 mod: 0.0551; hK5 inh: 4.6; FXIa inh: 5.0; Furin inhibitor: -12.0; p97 ATPase inh: -3.2; PERK inh: -0.1; thrombin 1536: 0.2

Results for COc1ccc(Nc2nc(C)nc3c2nnn3Cc2ccccc2)cc1OC ?
FXIIa inh: 11.0; Wee1 degr inh: 1.0; KCC2 mod: -1.2; hK5 inh: -9.2; FXIa inh: 1.0; Furin inhibitor: -19.7[20 µM]; p97 ATPase inh: -3.2; PERK inh: -0.4; thrombin 1536: -0.4

Results for COc1ccc(COc2ccccc2C(N)=O)cc1F ?
FXIIa inh: 12.0; Wee1 degr inh: 0.4; KCC2 mod: -0.392; hK5 inh: -4.5; FXIa inh: 4.3; Furin inhibitor: -23.4; p97 ATPase inh: 1.1; PERK inh: 0.1; thrombin 1536: -0.1

Results for Cc1ccc(CSc2nnc(-c3ccc(S(=O)(=O)N4CCCC4)cc3)o2)cc1 ?
FXIIa inh: 9.8; Wee1 degr inh: -2.2; KCC2 mod: -0.3; hK5 inh: 2.1; FXIa inh: 1.6; Furin inhibitor: -14.2; p97 ATPase inh: -1.7; PERK inh: 0.2; thrombin 1536: -0.7

How did COC(=O)c1nn(-c2ccccc2)c2nnc(Cc3ccc(C)cc3)c(=O)n12 do in these assays?
FXIIa inh: 13.2; Wee1 degr inh: -1.4; KCC2 mod: -0.751; hK5 inh: -6.9; FXIa inh: 4.9; Furin inhibitor: -17.8; p97 ATPase inh: 3.3; PERK inh: 0.8; thrombin 1536: -2.3

What do the screens show for `O=C(CSc1nnc2scc(-c3ccccc3)n12)NCc1ccco1`?
FXIIa inh: 11.3; Wee1 degr inh: 2.0; KCC2 mod: -1.07; hK5 inh: -5.6; FXIa inh: 6.0; Furin inhibitor: -23.7; p97 ATPase inh: 6.2; PERK inh: -0.9; thrombin 1536: -1.9

How did CCOC(=O)/C=C/C(=O)OCC(=O)Nc1c(Cl)cccc1Cl do in these assays?
FXIIa inh: -0.5; Wee1 degr inh: -3.6; KCC2 mod: 0.105; hK5 inh: -4.0; FXIa inh: -5.1; Furin inhibitor: -19.7; p97 ATPase inh: 4.5; PERK inh: 1.4; thrombin 1536: -12.3

What do the screens show for `O=C(CSc1ccc2ccccc2c1)NCCCN1CCCC1=O`?
FXIIa inh: 2.6; Wee1 degr inh: -2.4; hK5 inh: 11.4; FXIa inh: -3.1; Furin inhibitor: -24.9; p97 ATPase inh: 4.7; PERK inh: 1.2; thrombin 1536: -5.9

How did O=S(=O)(c1ccccc1)c1nc(-c2ccccc2)oc1N1CCOCC1 do in these assays?
FXIIa inh: 7.1; Wee1 degr inh: -4.5; KCC2 mod: 0.707; hK5 inh: -15.1; FXIa inh: -4.5; Furin inhibitor: -22.9; p97 ATPase inh: -2.6; PERK inh: 0.2; thrombin 1536: -2.0

Results for COc1ccc(NC(=O)CSc2nnc(CNC(=O)c3ccco3)o2)c(OC)c1 ?
FXIIa inh: 6.1; Wee1 degr inh: 2.1; hK5 inh: -7.4; FXIa inh: 0.3; Furin inhibitor: -8.3[20 µM]; p97 ATPase inh: -4.0; PERK inh: -0.9; thrombin 1536: -5.2

How did Nc1nc(N)c2sc3nc(C(F)(F)F)cc(C(F)(F)F)c3c2n1 do in these assays?
FXIIa inh: 6.7; Wee1 degr inh: -0.9; KCC2 mod: -0.149; hK5 inh: -14.6; FXIa inh: 0.7; Furin inhibitor: -17.0[20 µM]; p97 ATPase inh: 3.1; PERK inh: 0.7; thrombin 1536: -1.5

How did Cc1cc(=O)n2nc(N3CCCC3C(=O)NCc3ccccn3)sc2n1 (stereo not drawn) do in these assays?
FXIIa inh: -1.2; Wee1 degr inh: -1.7; KCC2 mod: -1.03; hK5 inh: -1.7; FXIa inh: -4.5; Furin inhibitor: -21.0; p97 ATPase inh: 3.7; PERK inh: 1.0; thrombin 1536: 1.2

Results for CCN1CCN(Cc2cc(=O)oc3ccc(C)cc23)CC1 ?
FXIIa inh: 0.4; Wee1 degr inh: -2.6; KCC2 mod: -0.517; hK5 inh: 0.5; FXIa inh: -6.3; Furin inhibitor: -9.5; p97 ATPase inh: 0.2; PERK inh: -0.4; thrombin 1536: -3.2

What do the screens show for `Cc1onc(-c2ccccc2)c1C(=O)Nc1nc(-c2ccc(F)c(F)c2)cs1`?
FXIIa inh: -13.9; Wee1 degr inh: 1.1; KCC2 mod: 1.07; hK5 inh: -0.3; FXIa inh: -12.0; Furin inhibitor: -25.6; p97 ATPase inh: 3.0; PERK inh: 0.3; thrombin 1536: -0.6

What do the screens show for `CC1CCCC(C)N1C(=O)CSc1nc(N)c(-c2ccccc2)c(=O)[nH]1` (stereo not drawn)?
FXIIa inh: 5.4; Wee1 degr inh: 0.6; KCC2 mod: -0.557; hK5 inh: -15.9; FXIa inh: 1.3; Furin inhibitor: -6.5[20 µM]; p97 ATPase inh: -2.4; PERK inh: -0.7; thrombin 1536: 3.7

How did c1ccc(Cn2ncc3c(NCc4ccco4)ncnc32)cc1 do in these assays?
FXIIa inh: 9.9; Wee1 degr inh: -1.7; KCC2 mod: 0.0156; hK5 inh: -13.5; FXIa inh: 8.8; Furin inhibitor: -6.3; p97 ATPase inh: 0.2; PERK inh: -0.4; thrombin 1536: 1.3

Results for c1ccc2nc(N3CCOCC3)c(N3CCOCC3)nc2c1 ?
FXIIa inh: 7.5; Wee1 degr inh: -0.9; hK5 inh: -8.8; FXIa inh: -3.6; Furin inhibitor: -18.5; p97 ATPase inh: 0.9; PERK inh: -0.1; thrombin 1536: -13.1

What do the screens show for `Cc1ccc(C(=O)NCC#N)cc1`?
FXIIa inh: 11.2; Wee1 degr inh: 1.7; KCC2 mod: 0.124; hK5 inh: 0.9; FXIa inh: 1.6; Furin inhibitor: -16.7; p97 ATPase inh: 2.0; PERK inh: 0.8; thrombin 1536: -8.9

How did CSc1nc2ncc(-c3ccsc3)c(N)n2n1 do in these assays?
FXIIa inh: 7.5; Wee1 degr inh: -1.9; KCC2 mod: 0.0237; hK5 inh: -1.0; FXIa inh: 1.5; Furin inhibitor: -29.1; p97 ATPase inh: 4.8; PERK inh: 0.0; thrombin 1536: -4.3

Structures listed so far that contain a Cl atom, in the order listed:
How did Cc1ccc(NNC(=O)c2c(F)cccc2Cl)cc1Cl do in these assays?
FXIIa inh: 9.5; Wee1 degr inh: 0.8; KCC2 mod: -0.352; hK5 inh: -1.9; FXIa inh: -3.9; Furin inhibitor: -8.0; p97 ATPase inh: 1.5; PERK inh: -0.6; thrombin 1536: 2.1

How did CCOC(=O)/C=C/C(=O)OCC(=O)Nc1c(Cl)cccc1Cl do in these assays?
FXIIa inh: -0.5; Wee1 degr inh: -3.6; KCC2 mod: 0.105; hK5 inh: -4.0; FXIa inh: -5.1; Furin inhibitor: -19.7; p97 ATPase inh: 4.5; PERK inh: 1.4; thrombin 1536: -12.3

Screens deposited in PubChem BioAssay by several laboratories.
